# PL synth Enamine – blocks phospholipid synthesis in CHO cells, Enamine compounds | ZR-82 CHO cells, pyrene fatty acid UV survival, CellTiter Blue; peroxisome-deficient CHO-K1 mutant line; plus DGAT-1, DGAT-2 and ACAT inhibitors | calls only at 10 µM | actives 0.4% (n = 20,000);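 active = cell survival signal 2 SD away from solvent-only control wells, confirmed on one or two retests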;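 also: 3 h compound exposure then viability read about one day after UV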
# Calls only; i = inactive; + = active, no number.
SMILES,PL synth Enamine
CC(C)NC(=O)CSc1nnc(N)s1,i
CC(Nc1cc(N2CCNCC2)ccc1[N+](=O)[O-])C12CC3CC(CC(C3)C1)C2 (stereo not given),+
O=S1(=O)CCN2C=C(Cc3cc(C(F)(F)F)ccc3Cl)SC2=N1,i
Cc1cc(P(=Nc2ccc([N+](=O)[O-])cc2)(c2ccccc2)c2ccccc2)c(C)n1-c1ccc(Br)cc1,i
CN(C)C=Nc1nc(-c2ccccc2)c(-c2ccccc2)s1,i
Cc1nn(C)c(C)c1NC(=O)C(C)Sc1nnc(C2CC2)n1C1CC1 (stereo not given),i
Nc1cc(S(N)(=O)=O)ccc1O,i
O=C(O)CCN1CC2([N+](=O)[O-])C=C(C(=O)O)CC([N+](=O)[O-])(C1)C2 (stereo not given),i
COCCn1c(C)cc(/C=C2\SC(=S)NC2=O)c1C,i
CC(NS(=O)(=O)c1ccc(Cl)cc1)C1CC2CCC1C2 (stereo not given),i
CS(=O)(=O)c1ccc(-c2csc(N3CCCC3)n2)cc1,i
COCCn1c(-c2ccncc2)n[nH]c1=S,i
Nc1ccc2c(c1)S(=O)(=O)c1cc(N)ccc1-2,i
CN(Cc1nc2ccccc2s1)S(=O)(=O)c1ccc2ccccc2c1,i
CCOC(=O)C1=C(C)NC(C)=C(C(=O)OCC)C1C(=O)OCC(=O)N(CC)C1CCS(=O)(=O)C1 (stereo not given),i
COc1ccc(C2=N/C(=C\c3ccc4c(c3)OCCO4)C(=O)O2)cc1OC,i
NC(=S)c1cccc(Br)c1,i
O=C1c2ccccc2S(=O)(=O)N1CCN1c2cccc3cccc(c23)S1(=O)=O,i
Cn1c(=N)sc2ccccc21,i
O=C(c1cc2cc(Br)cc(Br)c2o1)N(C1CCCCC1)C1CCCCC1,i
COCCCn1c(=O)[nH][nH]c1=S,i
CCCCn1c(SCc2cn3c(C)cc(C)nc3n2)nc2cc(S(N)(=O)=O)ccc21,i
FC(F)(F)Oc1ccc(N=Cc2ccsc2)cc1,i
CCN(C(=O)CSc1nc(C(C)(C)C)nc2c1c(=O)n(C)c(=O)n2C)C1=CCCCC1,i
CN(c1ccccc1)S(=O)(=O)c1cccc(NS(=O)(=O)c2ccc(Cl)s2)c1,i
COc1nccc(N)n1,i
c1ccc2c(N3CCCCC3)nc(N3CCCC3)nc2c1,i
O=C(CSc1nc2sc3c(c2c(=O)n1C1CCCC1)CCCC3)NC1CCCCC1,i
O=S(=O)(Nc1cccc2ncccc12)c1ccc(Cl)s1,i
Cc1cc(C(=O)CSc2nn3c(=O)c(C(C)(C)C)nnc3s2)c(C)n1Cc1ccco1,i
O=C(N=C1c2ccccc2CN1c1ccc(I)cc1)Nc1ccc(Cl)cc1,i
Cc1cc(C(=O)NNC(=O)CNC(=O)c2ccco2)c(C)o1,i
Cc1cc(C)n2nc(SCc3csc(-c4cccs4)n3)nc2n1,i
CC(C)c1ccc2[nH]c(O)c(N=Nc3nc4ccccc4[nH]3)c2c1,i
CC(NC(=O)c1ccc([N+](=O)[O-])o1)C1CC2CCC1C2 (stereo not given),i
CS(=O)(=O)Nc1ccc(O)c(Cl)c1,i
CC(C)N(C(=O)COC(=O)C12CC3CC(CC(Cl)(C3)C1)C2)C(C)C,i
CN(C)/C=C/C(=O)C(F)(F)F,i
CN1/C(=C\C(=S)Nc2cccc3ccccc23)C(C)(C)c2ccccc21,i
COc1ccc(C2SCCN2S(=O)(=O)c2ccc(I)cc2)cc1 (stereo not given),i
O=c1c2ccccc2nc2c3ccccc3c(N/N=C/c3cccs3)nn12,i
CCOC(=O)N1CCN(S(=O)(=O)c2ccc(Br)s2)CC1,i
Nc1nc(Sc2nc(CN3CCCCC3)nc3sc4c(c23)CCCC4)n[nH]1,i
O=C(CN1C(=O)NC2(CCCCCC2)C1=O)c1cccs1,i
CSc1ccccc1-c1nc(=S)nc(N)[nH]1,i
Nc1cc(Cl)ccc1Oc1ccc([N+](=O)[O-])cc1,i
Brc1ccc(-c2csc(N/N=C/c3ccco3)n2)cc1,i
Nc1cc([N+](=O)[O-])ccc1Nc1ccccc1,i
COC(=O)c1ccc(CSC2=NN3CCS(=O)(=O)N=C3S2)cc1,i
CN(CC(=O)Nc1ccnn1C1CCCCC1)S(=O)(=O)c1cccs1,i

# Other entries.
SMILES,PL synth Enamine
C/C=C/C=C/C(=O)OCC(=O)NC(=O)NC1CCCC1,i
Cc1ccccc1N=P1(N2CCN(C)CC2)/C(=C2/N(C)c3ccccc3C2(C)C)C=NN1c1ccccc1 (stereo not given),i
CCN(CC)S(=O)(=O)c1ccc(=O)n(CC(=O)Nc2sc3c(c2C(N)=O)CCC3)c1,i
O=C(O)c1cc(I)cc(I)c1O,i
O=C(C1CCCO1)N1CCN(c2nc(CN3CCOCC3)nc3sc4c(c23)CCCC4)CC1 (stereo not given),i
CSCCCNC(=S)Nc1ccc(N2CCOCC2)cc1N1CCOCC1,i
Cc1sc2nc(CSC(C)C(=O)OCc3cc(=O)n4ccsc4n3)[nH]c(=O)c2c1C (stereo not given),i
Cc1nn(CC(=O)NC(C)C(C)C)c(C)c1S(=O)(=O)N(C)C (stereo not given),i
c1nc(Sc2ncnn2-c2nncc3sc4c(c23)CCCC4)c2c3c(sc2n1)CCCC3,i
CCCCCCCCCCCCCCCCOC(=O)C[n+]1csc(CCO)c1C,i
Cc1nc(NC2CC2)c2c3c(sc2n1)CCCC3,i
O=C(Cc1cn2ccsc2n1)N/N=C/c1ccc([N+](=O)[O-])o1,i
CC(Sc1nnc(NC2CCCCC2)s1)C(N)=O (stereo not given),i
N=C1CSC(N2CCCCC2)=N1,i
O=C1c2ccccc2S(=O)(=O)N1Cc1cc(Cl)cc2c1OCOC2,i
COCCN=c1scc(-c2ccc(Cl)cc2Cl)n1/N=C/c1ccc2c(c1)OCO2,i
FC(F)(F)c1ccccc1C1C=C(c2ccccc2)Nc2nc3ccccc3n21 (stereo not given),i
c1cnc2c(OCc3cn4cccnc4n3)cccc2c1,i
Fc1ccc(NC(=S)NNc2ncc(C(F)(F)F)cc2Cl)c(F)c1,i
CC1CCN(S(=O)(=O)c2ccc(F)cc2F)CC1,i

# 5 neighbouring compounds from above, quoted:
SMILES,PL synth Enamine
COCCN=c1scc(-c2ccc(Cl)cc2Cl)n1/N=C/c1ccc2c(c1)OCO2,i
FC(F)(F)c1ccccc1C1C=C(c2ccccc2)Nc2nc3ccccc3n21 (stereo not given),i
c1cnc2c(OCc3cn4cccnc4n3)cccc2c1,i
Fc1ccc(NC(=S)NNc2ncc(C(F)(F)F)cc2Cl)c(F)c1,i
CC1CCN(S(=O)(=O)c2ccc(F)cc2F)CC1,i

# (cont.)
SMILES,PL synth Enamine
Cn1c(SCC(=O)NC(C)(C)C)nnc1-c1cnccn1,i
CN1CCCN(c2ncnc3sc4c(c23)CCCC4)CC1,i
C(=N\N1CCOCC1)/c1c2ccccc2cc2ccccc12,i
CCCCN(CCCC)[P+](Nc1n[nH]c(=O)[nH]c1=O)(N(CCCC)CCCC)N(CCCC)CCCC,+
C=CCn1c(=S)[nH]c2scc(-c3ccc(C)o3)c2c1=O,i
CCCN(CC1CC1)C(=O)COC(=O)c1[nH]c(C)c(C(=O)OCC)c1C,i
CC(C)(C)C(=O)N=c1c2c3c(sc2nc2n1CCCCC2)CCCC3,i
O=C1Oc2c(cc3c4c2CCCN4CCC3)P(=NS(=O)(=O)c2ccc(Cl)cc2)(N2CCOCC2)N1c1ccc(Cl)c(Cl)c1 (stereo not given),i
CSc1ccc(/C=C/c2nc3c(ccc4ccccc43)s2)cc1,i
CC(C)NC(=O)c1cc(Br)c(Br)s1,i
CN=c1scc(C)n1/N=C(\C)c1cccc(F)c1,i
COc1cc(S(=O)(=O)N2CCN(C)CC2)ccc1Br,i
CCCN(C(=O)CSc1nnnn1C)C1CCS(=O)(=O)C1 (stereo not given),i
Cc1ccc2nc(COC(=O)/C=C/c3cccs3)cc(=O)n2c1,i
Cc1nc(-c2ccc(CNC(=O)CN3C(=O)NC4(CC(C)CC(C)(C)C4)C3=O)s2)cs1 (stereo not given),i
CCOc1ccc2c(c1)C1=C(SC(C(=O)OC)=C(C(=O)OC)C13SC(C(=O)OC)=C(C(=O)OC)S3)C(C)(C)N2,i
C=CCNc1nc(C(=O)OCC(=O)c2[nH]c(C)c(C(C)=O)c2C)cs1,i
OCCN1CCN(CC(O)COc2ccc(Cl)cc2)CC1 (stereo not given),i
COc1ccc(OC)c(S(=O)(=O)N2CCCC2)c1,i
O=C(CCc1ccsc1)Nc1nnc(C2CC2)s1,i
Cc1nn(C)c(C)c1NS(=O)(=O)c1ccc(Br)cc1Cl,i
NS(=O)(=O)c1cc(F)ccc1F,i
O=S(=O)(NCc1cn2ccsc2n1)c1ccc(Cl)cc1,i
O=C1CCC/C(=N/NS(=O)(=O)c2ccc(Br)cc2)C1,i
COC(=O)c1cc2c(=O)n3cccc(C)c3nc2n(CCCn2ccnc2)c1=N,i
CCCCCC1=CCC/C1=N\NC(=O)C(N)=O,i
COc1cc(/C=C2\N=C(c3ccc(F)cc3)OC2=O)cc(OC)c1OC,i
C(=N\n1c(-c2ccccc2)csc1=NCCc1ccccc1)/c1c[nH]c2ccccc12,+
O=[N+]([O-])c1cc(N=Cc2ccccn2)ccc1N=Cc1ccccn1,i
c1ccc(C(Sc2nnc3sc4ccccc4n23)c2ccccc2)cc1,i
c1ccc(-c2[nH]c3ccccc3c2-c2nc3ccccc3[nH]2)cc1,i
Nc1cc(C(F)(F)F)ccc1-n1ccnc1,i
Cc1cc(C(=O)COC(=O)/C=C/c2ccc(Br)o2)c(C)n1C,i
Oc1ccc(Oc2c(F)c(F)c(-c3c(F)c(F)c(Oc4ccc(O)cc4)c(F)c3F)c(F)c2F)cc1,i
CC(=O)NC1=NC(=O)C(C)S1 (stereo not given),i
CC(Sc1nnc(C2CC2)n1C1CC1)c1nnc(-c2ccccc2)o1 (stereo not given),i
Cn1cnnc1SCc1cc(Cl)cc2c1OCOC2,i
O=C(CCc1ccsc1)Nc1nc(-c2ccco2)c(-c2ccco2)s1,i
Oc1ccc(/C=N/N=C/C2=C(N3CCOCC3)C(=C\c3ccccc3)/CC2)c(O)c1,i
Fc1c(F)c(F)c(N2CCN(Cc3ccc4c(c3)OCO4)CC2)c(F)c1F,i
NC(=O)c1c(NC(=O)CCCCC(=O)Nc2sc3c(c2C(N)=O)CCCC3)sc2c1CCCC2,i
Cc1noc(C)c1CSc1nc2sc3c(c2c(=O)n1CC(C)C)CCCC3,i
CCC(CC)c1nnc(NC(=O)[C@H](C)N2C(=O)C3CC=CCC3C2=O)s1 (stereo not given in full),i
Cn1/c(=N/N=C/c2cn(-c3ccccc3)nc2-c2ccccc2)sc2ccccc21,i
CC(C)(CNC(=O)C1CC1)CNC(=O)C1CC1,i
c1csc(-c2csc3nc(CN4CCOCC4)nc(Sc4nnnn4C4CC4)c23)c1,i
O=S(=O)(CCN1CCc2ccccc21)c1cc(Cl)ccc1Cl,i
O=C1CCC/C(=N\NC(=O)Cc2cn3ccsc3n2)C1,i
CC(=O)N(C)C1(C)CCS(=O)(=O)C1 (stereo not given),i
C=CCn1c(Sc2ncnc3sc(C)c(C)c23)nnc1C1CCCCC1,i

# A different layout for part of the listing above:
> CC(C)(CNC(=O)C1CC1)CNC(=O)C1CC1
  PL synth Enamine: i

> c1csc(-c2csc3nc(CN4CCOCC4)nc(Sc4nnnn4C4CC4)c23)c1
  PL synth Enamine: i

# (further entries)
SMILES,PL synth Enamine
CN=c1scc(-c2ccc([N+](=O)[O-])cc2)n1/N=C/c1cc(Br)cc(Br)c1O,i
CN1CCC2(CC1)NC(=O)N(CN1CCc3ccccc3C1)C2=O,i
Cc1nn(CC(=O)NCCN2C(=O)CSC2=O)c(C)c1[N+](=O)[O-],i
CCCCCn1cn[nH]c1=S,i
Cc1noc(C)c1COc1ncnc2sc3c(c12)CCC(C)C3 (stereo not given),i
Cc1ccc(/C=C2/CN(C)C/C(=C\c3ccc(C)o3)C2=O)o1,i
CC(NC(=O)C1=NNC(=O)CC1)C12CC3CC(CC(C3)C1)C2 (stereo not given),i
Cc1csc(-n2c(C)cc(C3=NNC(=NC4CCCC4)SC3)c2C)n1,i
Oc1c(C(c2ccc(Cl)cc2)c2cc(Cl)c3cccnc3c2O)cc(Cl)c2cccnc12,i
CC(C)(C)c1ccc(-c2nc(-c3ccc(Cl)cc3)no2)cc1,i
O=c1cc(CNCC2CCCO2)c2c(ccc3ccccc32)o1 (stereo not given),i
O=C(/C=C/c1nc2ccccc2s1)OCn1nnc2ccccc2c1=O,i
O=C(CSc1nnc(SCC(=O)NC2CC2)s1)NC1CC1,i
Oc1ccc(-n2nnnc2SCc2ccc(-n3ccnc3)cc2)cc1,i
O=S1(=O)CC(O)C(N(CCO)C(=S)Nc2ccccc2)C1 (stereo not given),i
S=C(NCCN1CCOCC1)N1CCc2ccccc21,i
CCN(CC)Cc1nc(SCc2nc3sc(C)c(C)c3c(=O)[nH]2)c2c(C)c(C)sc2n1,i
Cc1noc(C)c1CC(=O)NNC(=O)Cc1cn2ccsc2n1,i
CN1CCN(NS(=O)(=O)c2ccc(Cl)s2)CC1,i
CNC(=S)N1CCN(S(=O)(=O)c2ccc(F)c(F)c2F)CC1,i
C=CCN1C(=O)/C(=N\N=C\c2c[nH]c3ccccc23)c2ccccc21,+
CC1Cc2ccccc2N1Sc1ccccc1[N+](=O)[O-] (stereo not given),i

# A portion of the library; count on the stated rates, not on these rows.
